Screens: PubChem, several laboratories
SARS 3CLpro inh = SARS-CoV 3CLpro protease inhibitors, primary screen, biochemical, quenched FRET; actives 0.14% (n = 290,000); inhibition, % at 6 µM; recombinant SARS-CoV 3CLpro, quenched FRET peptide cleavage; AID 1706, 2009; in the data active = inhibition above about 12%
Rv3671c protease = Rv3671c serine protease inhibitors, primary screen, biochemical, fluorescence polarization, M. tuberculosis H37Rv | P9WHR9 | inhibition, % at 5.96 µM | actives 0.048% (n = 320,000) | AID 2606, 2010; in the data active = inhibition above about 38%;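 note: extracellular domain of Rv3671c used as enzyme; 0% = enzyme with DMSO and 100% = no enzyme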
Target sequence (P9WHR9 whole entry, looked up, the tested form may be a part): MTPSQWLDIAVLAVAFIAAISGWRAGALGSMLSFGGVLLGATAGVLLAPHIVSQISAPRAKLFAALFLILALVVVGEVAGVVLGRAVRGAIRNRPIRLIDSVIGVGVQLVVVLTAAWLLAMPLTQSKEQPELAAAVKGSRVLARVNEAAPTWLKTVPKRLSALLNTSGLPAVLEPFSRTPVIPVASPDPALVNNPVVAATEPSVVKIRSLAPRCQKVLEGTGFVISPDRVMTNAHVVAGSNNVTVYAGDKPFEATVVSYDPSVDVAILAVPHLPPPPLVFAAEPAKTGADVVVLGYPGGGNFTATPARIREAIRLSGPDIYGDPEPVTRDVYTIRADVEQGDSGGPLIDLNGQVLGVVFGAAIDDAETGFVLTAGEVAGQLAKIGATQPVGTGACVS
PriA SSB inh = inhibitors of Klebsiella pneumoniae PriA binding to SSB C-terminal tail, primary screen, biochemical, AlphaScreen. inhibition, % at 33 µM. AlphaScreen SSBct-PriA binding, biotinylated peptide. PriA–SSB C-terminal tail interaction (Klebsiella pneumoniae). actives 0.6% (n = 430,000); in the data active = inhibition mostly above about 37%, no sharp cut-off; inactive = mostly below about 20%;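 note: plate controls were negative control peptide for no effect and reference peptide for full effect; strong numbers were not always called active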
VHR inh abs = VHR1 phosphatase inhibitors, primary screen, biochemical, absorbance, uHTS; AID 1654, 2009; inhibition, % at 13.3 µM; Dual specificity protein phosphatase 3 (Homo sapiens), P51452; recombinant VHR phosphatase, pNPP absorbance; actives 0.52% (n = 290,000); in the data active = inhibition above about 50%; note: some compounds called inactive have numbers as strong as hits
Target sequence (P51452 whole entry, looked up): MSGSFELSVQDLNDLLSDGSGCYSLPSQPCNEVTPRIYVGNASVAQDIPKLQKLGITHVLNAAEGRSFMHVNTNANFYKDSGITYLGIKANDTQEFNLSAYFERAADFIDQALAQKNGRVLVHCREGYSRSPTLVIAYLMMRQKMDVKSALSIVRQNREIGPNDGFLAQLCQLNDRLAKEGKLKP
Y pestis TopoI = Yersinia pestis topoisomerase I inhibitors, primary screen, biochemical, cleavage product accumulation, plate reader, single point; Y. pestis Topo-I cleavage product accumulation; actives 0.064% (n = 360,000); AID 504884, 2011; activity, % at 10 µM; in the data active = activity above about 50%, passing the limit was not always enough; note: inactives centre near 2
BH1578 lux ind = inducers of Vibrio cholerae quorum light production without autoinducers, primary screen, BH1578 luxS cqsA deficient, single point; V. cholerae BH1578 lux reporter, luminescence, 6 h; activation, % at 18.7 µM; actives 0.16% (n = 350,000); AID 588436, 2011; in the data active = activation mostly above about 9.7%, no sharp cut-off; note: not every result past the cut was called active; inactives centre near 0; reference of the scale not given here
PrPC surface inh = inhibitors of human cell surface prion protein PrPC, primary screen, cell-based, TR-FRET; inhibition, % at 13.8 µM; TR-FRET read-out; Major prion protein (Homo sapiens), P04156; AID 720596, 2013; actives 0.43% (n = 370,000); in the data active = inhibition above about 24%; note: 0% = median of the test wells and 100% = reference compound wells
MazF activator = activators of E. coli MazEF toxin-antitoxin RNase, primary screen, biochemical, fluorescence, uHTS; Endoribonuclease toxin MazF (Escherichia coli (strain K12)), P0AE70; FAM/BHQ RNA-DNA oligo cleavage fluorescence, 5 h; activation, % at 20 µM; actives 0.32% (n = 350,000); AID 504720, 2011; in the data active = activation above about 50%
Target sequence (P0AE70 whole entry, looked up): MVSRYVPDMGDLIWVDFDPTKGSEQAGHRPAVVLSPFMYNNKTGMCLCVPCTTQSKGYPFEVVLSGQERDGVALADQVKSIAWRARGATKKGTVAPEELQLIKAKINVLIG
CCHF vOTU inh = CCHFV vOTU protease inhibitors, primary screen, biochemical, Pep-AMC substrate, fluorescence; actives 0.55% (n = 370,000); AID 651958, 2012; Crimean-Congo hemorrhagic fever virus L polyprotein viral ovarian tumor (vOTU) protease …; inhibition, % at 11.5 µM; in the data active = inhibition above about 30%; note: 0% = vehicle wells with enzyme and 100% = no enzyme wells
TcdB inh = TcdB glycohydrolase inhibitors, primary screen, biochemical, single point, plate reader; actives 0.24% (n = 350,000); AID 652162, 2013; inhibition, % at 9.99 µM; Toxin B (Clostridioides difficile), P18177; TcdB glycohydrolase enzymatic assay; in the data active = inhibition above about 10%
* marks the source's active call; other numbers are inactive results; i = inactive; . = no result given. Not all compounds are listed; count on the stated rates, not on these rows.

SMILES	SARS 3CLpro inh	Rv3671c protease	PriA SSB inh	VHR inh abs	Y pestis TopoI	BH1578 lux ind	PrPC surface inh	MazF activator	CCHF vOTU inh	TcdB inh
CCn1nc(C(=O)Nc2ccccc2N2CCCC2)c2ccccc2c1=O	.	-7	12	.	17	i	2	-6	2	0.5
CCNC(=O)C12CCC(C)(C(=O)O1)C2(C)C (configuration not stated)	-2	1	4	12	8	i	-2	-6	-3	1.3
Clc1ccc(Cn2ccc(-c3ccc4c(c3)OCO4)n2)cc1Cl	4	-10	-38	21	28	i	10	2	8	.
Cc1ccc(-n2ncc3c2CC(C)(C)CC3NC(=O)CCCN2CCCCC2=O)cc1 (configuration not stated)	-1	-6	-1	27	23	-0.3	8	1	5	1.3
C[C@]12CCC3C(CC[C@H]4C[C@@H](O)[C@H](O)C[C@]34C)C1CC[C@@H]2O (some centres not stated)	.	-2	-11	.	-6	1.0	-1	5	-3	0.8
CCN(CC(=O)Nc1cc(S(=O)(=O)N2CCOCC2)ccc1Cl)Cc1ccccc1	.	-8	-4	.	32	i	15	-6	16	1.8
Cc1cccc(-c2cccc3nccn23)c1	.	.	.	.	9	-0.5	7	.	-106	-0.6
CCOC(=O)c1ccc(NC(=S)Nc2ccc(Cl)cn2)cc1	2	2	-1	22	-3	3.1	6	-16	7	7.8
Cc1ccc(SC[C@H](CC(C)C)N2CCN(CCc3ccccc3)CCC2=O)cc1	.	.	8	-9	24	-0.5	2	4	11	.
CCC(=O)NC(Nc1cc(C)ccn1)(C(F)(F)F)C(F)(F)F	3	-5	1	8	-8	-5.0	0	5	-19	1.4
Cc1nc(NC(=O)COC(=O)C(NC(=O)c2ccco2)C(C)C)c(Cl)cc1Cl (configuration not stated)	2	-2	-2	-1	-1	i	3	7	16	.
O=C(CCC(=O)Nc1cc(C(F)(F)F)ccc1Cl)N/N=C\c1cc([N+](=O)[O-])ccc1O	4	-1	.	13	-11	-0.5	-9	5	-1	2.6
Cn1c(N)c(C(=O)COC(=O)c2cccs2)c(=O)n(C)c1=O	2	3	-12	8	7	-0.8	2	5	-15	.
Cc1cc(CN(C)Cc2cn(C)nc2-c2ccc(Oc3ccccc3)cc2)on1	4	-5	-3	13	25	-3.6	0	5	-1	1.6
O=C(NCc1ccccc1)C1CCCN1C(=O)Nc1ccccc1[N+](=O)[O-] (configuration not stated)	2	.	-6	13	14	i	-21	6	-4	-0.2
COC1C(O)C(C)OC(OC2CCC3(C=O)C(CCC4C3CCC3(C)C(C5=CC(=O)OC5)CCC43O)C2)C1O (configuration not stated)	.	.	2	.	9	-0.4	6	-7	-6	0.6
O=C(NC1CCC(O)CC1)c1ccc(NS(=O)(=O)c2cccc([N+](=O)[O-])c2)cc1 (configuration not stated)	.	-16	-6	.	-5	-1.3	-8	-1	-8	-0.6
CC1N(C(=O)N2CCOCC2)CCN1S(=O)(=O)c1cccc(C(F)(F)F)c1 (configuration not stated)	0	-2	-20	-5	-1	-0.6	-3	12	9	0.7
COc1ccc(Cn2nnnc2C(CC(C)C)N2CCN(c3ccccc3)CC2)cc1 (configuration not stated)	8	3	-12	4	2	1.3	-3	7	13	.
O=C(Nc1cccc(S(=O)(=O)N2CCOCC2)c1)c1cccc(S(=O)(=O)N2CCCC2)c1	.	.	-8	.	10	i	-1	2	3	0.2
CN(C(=O)CSc1nc(-c2cccs2)nc2ccccc12)C1CCS(=O)(=O)C1 (configuration not stated)	.	-4	-3	.	23	-3.3	7	-2	2	-5.5
CCc1cc2c(=O)n(Cc3ccco3)c(SCC(=O)N3CCCc4ccccc43)nc2s1	6	-6	15	14	25	0.5	1	3	2	.
Cc1ccc(C2/C(=C(/O)c3ccccc3)C(=O)C(=O)N2CCN2CCOCC2)o1 (configuration not stated)	-3	-2	.	31	5	i	2	0	-1	.
CCN(C(=O)C1CCN(c2nc(-c3ccc(OC)cc3)no2)CC1)c1ccc(OC)cc1	0	-6	2	2	14	-0.2	7	9	3	1.1
O=C(CCCN1C(=O)c2ccccc2C1=O)Nc1ccc(Br)cn1	3	2	-7	-4	-2	-0.5	3	15	5	-0.2
CCOC(=O)c1ccc(NC(=O)COc2ccc(-n3cnnn3)cc2)cc1	1	-7	-7	19	7	.	4	-13	2	.
CCOC(=O)C1=C(C)NC(=S)NC1c1cc(C)sc1C (configuration not stated)	1	5	0	6	1	-0.4	3	0	-1	0.2
COc1ccc(N(CC(=O)NCc2ccccn2)S(=O)(=O)c2ccccc2[N+](=O)[O-])c(OC)c1	-3	-3	-6	36	3	-0.5	0	-3	-10	-0.4
O=C1N(c2ccccc2C(F)(F)F)O[C@]1(c1ccccc1)C1CCCC1	.	2	-6	.	20	-1.2	-3	-16	14	0.9
CC[C@]1(C(=O)OC)[C@H]2C(=O)N(Cc3ccccc3)C(=O)[C@H]2[C@H]2CN(C)C(=NC)N21	.	.	-10	.	9	-0.9	.	7	.	.
CC(C)CN(C(=O)CN1C(=O)NC2(CCc3ccccc32)C1=O)C1CCS(=O)(=O)C1 (configuration not stated)	.	-3	-9	.	-2	-1.9	-3	-1	-5	0.8
c1ccc(SCc2cc(-c3ccccc3)no2)cc1	1	-7	-28	19	4	i	2	-3	5	0.0
CCCCCCCC(=O)NNC(=O)c1ccc([N+](=O)[O-])cc1	-2	6	-26	10	1	i	-33	4	7	.
CCOc1cc(C(=O)N(C)c2ccccc2)cc(OCC)c1OCC	-2	-7	-20	-2	6	i	0	0	9	.
O=C(Cc1csc(-c2ccc(Cl)cc2)n1)Nc1cccc(S(=O)(=O)NC2=NCCC2)c1	.	-11	-5	.	14	0.4	-25	-1	3	-1.1
CSc1ccccc1NC(=O)C1CCN(S(C)(=O)=O)CC1	-4	3	-12	6	4	-0.3	-3	1	-12	1.2
CC(C)(C)c1ccc(C(=O)NCC(=O)N2CCC3(CC2)NCCc2[nH]cnc23)cc1	3	6	4	-7	7	-3.1	-3	11	4	0.1
O=C(O)c1cccc(Cn2c(Cl)c(/C=N/NC(=O)c3ccccc3O)sc2=O)c1	-2	-1	i	-9	-7	0.1	-1	2	16	-0.6
Cn1cc([N+](=O)[O-])c(C(=O)Nc2cnn(Cc3ccc(F)cc3)c2)n1	-1	-4	-9	5	-1	-1.7	7	2	-6	.
Cc1ccccc1C1CCCN(Cc2nc(CC3CC3)no2)C1 (configuration not stated)	5	1	-30	-13	17	4.5	-7	5	6	0.3
Cc1ccc(NC(=O)CSC2=C(C#N)C(c3ccco3)C3=C(CC(C)(C)CC3=O)N2)cc1 (configuration not stated)	2	-1	-15	5	-4	-0.2	5	3	12	.
COc1ccc(S(=O)(=O)N2CCCC2)cc1Br	-5	3	-14	8	6	0.9	-1	-2	-18	-0.8
Cc1ccccc1NCC(=O)N/N=C/c1c(C)c(C(=O)c2ccc(Cl)cc2)n2ccccc12	2	-1	.	6	-7	-0.3	1	12	-12	1.5
CCC(=O)N1CCCC1(C)C(=O)Nc1ccc(C)c(C)c1 (configuration not stated)	.	.	.	.	-8	i	5	.	-12	0.3
O=C(NNC(=O)c1ccccn1)c1ccc(OC(F)F)cc1	.	9	6	.	5	i	-2	-1	9	2.0
O=C(CN1CCN(CC(=O)Nc2ccccc2Cl)CC1)NCC1(N2CCOCC2)CCCCC1	.	.	6	.	29	i	0	2	-12	1.5
CC[C@@H](C)C(C(=O)N1CCN(C(=O)OC(C)(C)C)CC1)n1cc(-c2cn([C@@H](C)C(=O)N3CCN(C(=O)OC(C)(C)C)CC3)nn2)nn1 (some centres not stated)	.	-5	-6	3	19	-1.0	-1	1	17	-2.1
CCn1ncc(CN2CCCC(C(=O)Nc3cccc(-c4cc5ccccc5[nH]4)c3)C2)c1C (configuration not stated)	-3	-2	21	4	-18	i	-20	10	2	-0.6
COC(=O)CNc1n[nH]c(=S)[nH]c1=O	4	5	-6	11	-2	-0.6	10	5	19	.
COc1ccc(S(=O)(=O)N2CCC3(CC2)OCCN3S(=O)(=O)c2c(C)cc(C)cc2C)cc1	.	4	2	.	12	i	-8	-5	-18	2.7
COc1cc(/C=C2\CC/C(=C\c3cc(OC)c(O)c(OC)c3)C2=O)cc(OC)c1O	0	-29	11	-4	-9	-0.4	-44	1	7	-5.9
O=C1[C@@H](Oc2ccccc2)[C@@H](c2ccncc2)N1c1ccccc1	.	.	-6	.	0	-6.2	-4	11	-10	0.3
CCOP(=O)(OCC)C(NC(=O)C(F)(F)F)c1ccccc1 (configuration not stated)	2	9	-5	-8	4	i	2	-2	7	1.4
CCOC1=NN(c2ccc(Cl)cc2)C(=O)/C1=C\N(C)C	3	11	2	1	-12	-4.2	-7	4	18	1.8
COc1cc(/C=C2/SC(=S)N(CC(=O)NC(C)(C)C)C2=O)cc(OC)c1OC	-2	-21	14	4	3	-2.4	4	-96	2	.
COc1ccc(CCc2cc(OC)cc(=O)o2)cc1	.	5	4	14	6	-0.3	1	6	8	-0.5
CN(C)c1nc(NC(C)(C)C)nc(NC(C)(C)C)n1	4	9	-10	30	-2	i	8	12	3	0.3
COc1ccc(NC(=O)C2(C)Cc3c(-c4cccc(NC(C)=O)c4)ccnc3O2)cc1OC (configuration not stated)	.	.	.	.	12	i	3	.	3	1.3
CCN(C(=O)CSc1nnnn1-c1ccccc1)c1c(N)n(Cc2ccccc2)c(=O)[nH]c1=O	0	-3	-9	16	3	-0.3	9	4	-2	.
COc1ccc(-c2c(-c3ccc(OCC(=O)NN)cc3O)n[nH]c2C)cc1OC	4	4	9	10	10	i	7	6	13	0.5

The listing continues:
SMILES	SARS 3CLpro inh	Rv3671c protease	PriA SSB inh	VHR inh abs	Y pestis TopoI	BH1578 lux ind	PrPC surface inh	MazF activator	CCHF vOTU inh	TcdB inh
O=C1CN(C(=O)COC(=O)CNC(=O)c2ccc(Br)o2)c2ccccc2N1	-1	0	-12	5	2	i	-10	-1	14	1.0
O=S(=O)(Nc1nccs1)c1ccc(Nc2nnc(-c3ccccc3)c3ccccc23)cc1	0	-29	-6	49	3	-0.2	2	3	10	.
COc1cccc(CNC(=O)C2CCN(S(=O)(=O)N3CCCC3)CC2)c1	0	-9	-3	-11	1	i	5	2	7	.
COc1ccccc1CNC(=O)C(C)Sc1ccsc1[N+](=O)[O-] (configuration not stated)	-1	8	2	20	-4	-0.2	-37	-4	10	0.0
